CHO parental Ca = counter-screen: ATP calcium response change in parental CHO cells. parental CHO-K1, ATP-induced calcium, Fluo-8 fluorescence. 330,000 compounds, 0.63% hits. inhibition, % at 5.6 µM;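 active = inhibition above that plate's mean sample inhibition plus 3 SD, cut at about 26% in these data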;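 note: 0% = ATP-challenged DMSO wells and 100% = DMSO wells without ATP; some compounds past the cut are filed as inactive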
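Test system: untransfected parental CHO cell line. Compound: one dose, 5.6 µM nominal. Detection: intracellular calcium via Fluo-8 no-wash fluorescent dye. Measure: % inhibition. Benchmarks: ATP-challenged DMSO wells low, unchallenged DMSO wells high.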
M1 PAM = human CHRM1 positive allosteric modulation. CHO-K1 hM1, Fluo-8 calcium fluorescence, ACh EC20; 0% = ACh EC20, 100% = maximal ACh. activation, % at 3 µM. 360,000 compounds, 0.088% hits; in the data active = activation above about 19%, passing the limit was not always enough
M1 antag = blocks human M1 muscarinic receptor | CHO-K1 hM1, Fluo-8 calcium fluorescence, ACh EC80 antagonist | inhibition, % at 3 µM | P11229 | 360,000 compounds, 1.3% hits;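 active = percent inhibition above its own plate's cutoff, namely the mean of that plate's compound wells plus 3 SD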;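 note: peak over basal fluorescence ratio during 140 s after agonist addition; 0% = ACh EC80 plus DMSO and 100% = DMSO alone without agonist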
TAAR1 antagonist = human TAAR1 antagonism; Q96RJ0; inhibition, % at 3 µM; 360,000 compounds, 1.5% hits; CHO RD-HGA16 TAAR1, Fluo-8 calcium fluorescence, antagonist;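 active = inhibition above a per-plate cutoff, the mean inhibition of test compounds on that plate plus 3 SD, cut at about 49% in these data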;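 note: 0% = DMSO plus EC80 beta-PEA response and 100% = DMSO alone without agonist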
Target sequence (Q96RJ0 whole entry, looked up): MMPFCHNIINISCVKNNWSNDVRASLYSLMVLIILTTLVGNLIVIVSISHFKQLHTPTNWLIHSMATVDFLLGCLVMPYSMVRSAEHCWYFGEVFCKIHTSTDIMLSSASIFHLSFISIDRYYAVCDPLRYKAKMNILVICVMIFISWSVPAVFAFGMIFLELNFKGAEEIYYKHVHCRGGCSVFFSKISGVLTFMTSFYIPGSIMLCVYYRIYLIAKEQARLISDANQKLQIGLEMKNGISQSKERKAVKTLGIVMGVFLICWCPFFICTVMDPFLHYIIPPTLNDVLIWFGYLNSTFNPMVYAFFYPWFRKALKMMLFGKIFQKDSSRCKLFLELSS
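System: CHO RD-HGA16 cells bearing hTAAR1. Reagent: EC80 β-phenethylamine stimulus. Schedule: seeding 17-24 h prior, 75-min 37 °C, 30-min RT dye loading. Signal: Fluo-8 intracellular calcium dye fluorescence, real-time kinetic reads. Read-out: % inhibition from peak post-agonist over basal fluorescence ratio. Benchmarks: vehicle wells and EC80 agonist wells. Replicates: n of 1.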
V1R ag counter = V1a receptor agonism, counter-screen for OXTR agonists; P37288; CHO-V1R cells, Fluo-8 calcium fluorescence, agonist mode; 0% DMSO, 100% 3 nM vasopressin; activation, % at 3 µM; 320,000 compounds, 0.25% hits; AID 2797;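 active = activation above the mean activation of all tested compounds plus 3 SD, per screening run, cut at about 20% in these data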;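 note: signal is peak over basal fluorescence ratio across a 100 second FLIPR read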
Target sequence (P37288 whole entry, looked up): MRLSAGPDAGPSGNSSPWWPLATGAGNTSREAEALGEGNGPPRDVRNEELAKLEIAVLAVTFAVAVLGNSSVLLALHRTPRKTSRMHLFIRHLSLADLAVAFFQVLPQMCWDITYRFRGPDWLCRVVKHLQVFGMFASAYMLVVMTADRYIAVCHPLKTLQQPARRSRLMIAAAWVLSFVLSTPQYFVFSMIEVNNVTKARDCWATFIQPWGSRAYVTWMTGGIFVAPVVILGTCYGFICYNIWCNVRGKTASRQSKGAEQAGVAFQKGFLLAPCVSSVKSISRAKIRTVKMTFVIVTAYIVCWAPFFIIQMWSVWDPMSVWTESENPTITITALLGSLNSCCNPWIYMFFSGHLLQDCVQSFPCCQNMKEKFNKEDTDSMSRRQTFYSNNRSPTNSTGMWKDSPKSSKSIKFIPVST
M1 ag = agonists of human M1 muscarinic receptor; P11229; CHO-K1 hM1, Fluo-8 calcium fluorescence, agonist mode; 0% DMSO, 100% acetylcholine EC100; activation, % at 3 µM; 360,000 compounds, 0.33% hits; AID 588814;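 active = activation above the run's mean compound activation plus 3 SD, cut at about 16% in these data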;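 note: peak over basal fluorescence ratio within a 140 s kinetic read after compound addition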
OXTR potentiator = human OXTR potentiation; P30559; CHO-OTR cells, Fluo-8 calcium fluorescence, potentiator mode; 0% = oxytocin EC15, 100% = EC100; activation, % at 3 µM; 320,000 compounds, 0.061% hits; AID 2445;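 active = activation above that plate's cutoff, the mean activation of tested compounds plus 3 SD, cut at about 6.6% in these data, passing the limit was not always enough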;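 note: 100% uses oxytocin at 75 nM as the full agonist control; some results filed as inactive read as strong as hits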
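Dosing: Single dose, 3.0 µM nominal final compound concentration | Material: Human OTR in CHO cells | Technique: Kinetic Fluo-8 calcium fluorescence | Benchmarks: EC15 oxytocin alone as 0%, 75 nM oxytocin as 100% | Probe or stimulus: Oxytocin at about EC15, sub-maximal agonist stimulus | Incubation: Compound 6 min at room temperature before oxytocin, 100 s read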
OXTR ag = agonists of human oxytocin receptor; CHO-OTR cells, Fluo-8 calcium fluorescence; normalized: DMSO 0%, oxytocin 100%; P30559; activation, % at 3 µM; 320,000 compounds, 0.32% hits;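 active = activation above the mean of all tested compounds plus 3 SD, cutoff set per screening run, cut at about 20% in these data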;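 note: peak over basal fluorescence ratio from a 100 s FLIPR kinetic read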
TAAR1 agonist = human TAAR1 agonism; Q96RJ0; CHO RD-HGA16 TAAR1, Fluo-8 calcium fluorescence; vehicle wells 0%, saturating PEA agonist 100%; activation, % at 3 µM; 360,000 compounds, 0.99% hits; AID 624467;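 active = activation above the mean activation of all test compounds in the run plus 3 SD, cut at about 38% in these data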
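Repeats: no replicates (n 1) | Material: CHO-derived RD-HGA16 cells with stable Gα16 and human TAAR1 | Technique: Kinetic Fluo-8 calcium fluorescence | Schedule: 17-24 h seeding, 75 min 37 °C dye, 30 min RT | Evaluation: % activation from peak over basal fluorescence ratio, DMSO-to-PEA scaled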
* marks the source's active call; other numbers are inactive results; nt = not tested or not shown.

SMILES,CHO parental Ca,M1 PAM,M1 antag,TAAR1 antagonist,V1R ag counter,M1 ag,OXTR potentiator,OXTR ag,TAAR1 agonist
CCN(C(=O)COC(=O)c1cncc(Br)c1)C1CCS(=O)(=O)C1 (stereo not drawn),7,-5,-3,6,1.0,-6,-12,-0.7,7
O=C1CC(C(=O)Nc2ccccc2)C2(CCCCC2)O1 (stereo not drawn),-17,5,-3,-3,0.9,-3,1,0.7,5
CCCc1cc(C(=O)Nc2cc(Br)ccc2O)no1,16,-10,5,8,0.6,-8,-4,0.4,0
COCc1c(C(N)=O)nnn1-c1nonc1N,-2,4,0,-3,0.7,-1,-6,0.1,1
Cc1ccc(/C=N/N2CCN(c3ccccn3)CC2)o1,-9,7,-12,-11,-1.6,-3,-12,-1.1,0
NNc1nc2sc3c(c2c(=O)n1-c1ccccc1)CCCC3,-15,13,-19,-42,-1.1,1,-10,-1.9,1
COc1ccc(Cl)cc1NC(=O)CN(C)Cc1ccc(OC)c(OC)c1,-9,-5,9,-7,0.5,-4,-18,-2.4,1
Cc1ccc(CN2C(=O)CCSc3ccc(Cl)cc32)cc1,-24,-10,-34,-7,-1.7,-9,-5,-2.6,27
Cc1onc(-c2ccccc2Cl)c1C(=O)Nc1nnc(-c2ccc(Br)cc2)s1,-11,-11,9,0,-1.7,-6,-4,-1.6,-1
N#CCO/N=C/C(=O)Nc1ccc(F)cc1F,-9,10,-5,2,0.8,-8,-1,0.7,8
Fc1ccc(C2=CC(c3ccco3)n3nnnc3N2)cc1 (stereo not drawn),2,4,-12,-48,0.1,-2,-5,-0.1,3
Cc1cc(NC(=O)c2cccc3ccccc23)cc(C)c1OCC(=O)N1CCOCC1,-31,12,-12,-7,1.7,-2,-3,1.7,1
Cc1cccc(C)c1OCc1nc2ccccc2c(=O)n1/N=C/c1c[nH]c2ccccc12,-23,-3,-4,8,0.1,-8,-3,-0.7,0
Cn1cnnc1SCC(=O)NNC(=O)c1ccc([N+](=O)[O-])cc1,8,6,-15,-19,0.1,0,-4,-0.5,1
O=C1CC(c2cccs2)Cc2nc(NC(=O)C3CC3)ncc21 (stereo not drawn),-7,6,-11,-16,0.4,-2,1,0.6,0
Cc1nn(C)cc1C(C(=O)NC1CCCCC1)N(Cc1ccc(F)cc1)C(=O)c1cnccn1 (stereo not drawn),-7,7,1,-1,1.1,0,0,0.4,1
Cc1nc2ccccc2c2oc(C(=O)N3CCC(C)CC3)cc12,-24,-5,8,-3,0.5,-3,-1,-1.3,-1
Cc1ccccc1C(=O)NC(NC(=O)c1ccccc1C)c1cccc([N+](=O)[O-])c1,-17,-2,-1,33,0.5,1,-12,1.4,12
O=C(CCSc1ccccc1)NC1CCCCCC1,-11,14,-7,8,-0.5,-13,2,-1.8,2
O=C(Cc1ccccc1)N1CCC2(CC1)NCCc1[nH]cnc12,-5,4,-1,-25,0.6,-5,2,0.9,9
CC(C)(C)OC(=O)NCC(=O)N1CCC(C(=O)O)CC1,5,19,-23,-7,0.6,13,-19,-0.8,9
CCN(CC(=O)NNC(=O)c1ccccc1)Cc1ccc(OC)c(F)c1,-12,5,-5,11,-1.1,-4,-3,0.4,15
CCOc1ccccc1N(C(=O)Nc1ccc(Cl)cc1)C1=NCCS1,-4,6,2,0,2.2,-4,-5,0.7,18
Cc1ccc(N2C(=O)CC3(CCCC3)CC2=O)cc1,-3,9,-12,-35,1.2,-4,-8,-1.0,2
O=C(N/N=C\c1ccccc1)c1sccc1-n1cccc1,-22,1,-9,2,-0.3,-5,-12,-0.3,5
COc1ccc(NC2=NC(=S)N(c3cccc(C)c3)C23CCCCC3)cc1,-6,-1,6,1,-0.6,-2,-17,-1.4,2
COc1ccc(CN(C)C(=O)COC(=O)c2cc([N+](=O)[O-])ccc2N2CCCC2)c(OC)c1OC,-24,10,11,27,-0.9,5,-2,-2.3,9
OC(CN1CCCC1)Cn1ccc2ccccc21 (stereo not drawn),-20,8,-4,-9,0.5,-5,-6,0.8,-1
CCOc1ccc(C(=O)N(Cc2ccc(N(C)C)cc2)C2CCS(=O)(=O)C2)cc1 (stereo not drawn),-12,13,-15,-16,1.1,-1,-4,0.0,3
Cc1cccc(NC(=O)CNC(=O)COc2ccc(C(=O)c3ccc(F)cc3)cc2)c1C,-8,6,-6,-16,2.5,0,-14,1.8,3
Cc1cc2[nH]c(=O)c(=O)[nH]c2cc1S(=O)(=O)Nc1cccc(Cl)c1C,-1,6,-7,-1,1.0,-3,-5,0.4,0
COc1ccc2nc(-c3ccccc3)nc(C3CCCCC3)c2c1,-15,0,3,3,0.5,-3,-3,-0.3,3
COCCN(CC1CCCN(C2Cc3ccccc3C2)C1)C(=O)c1cccc(C)c1 (stereo not drawn),-22,2,-6,-18,-0.7,-6,-18,-1.6,-1
COc1ccc(CN(CC(=O)NC2CCCC2)C(=O)CCC(=O)Nc2nc(C)cs2)cc1,-13,10,-15,12,3.9,-5,-9,1.0,0
CC1CCN(C(=O)CSc2n[nH]c(-c3cccs3)n2)CC1,-7,6,-5,-2,0.7,-3,2,0.1,0
Cc1ccc(-n2c(N)c(C(=O)Nc3ccccc3F)sc2=S)cc1C,-2,7,-9,-7,-0.1,-2,-11,-0.2,3
FC(F)(F)COc1ccc(-c2nnc(SCc3ccccc3)o2)cn1,-7,-7,10,-10,1.2,-1,-1,0.7,0
COC(=O)c1ccc(NC(=O)CN2CCOCC2)cc1,1,3,2,6,0.9,-2,3,0.4,23
O=C(CCN1C(=O)S/C(=C/c2ccccc2)C1=O)Nc1ccc(C(=O)O)c(O)c1,-3,3,-5,-13,0.3,-4,1,0.0,0
O=C(Cn1c(=O)oc2ccccc21)NC(=O)NCc1ccco1,-9,6,-11,6,2.5,-2,-22,3.4,11
CC(NC(=O)c1ccc([N+](=O)[O-])o1)C12CC3CC(CC(C3)C1)C2 (stereo not drawn),-16,0,-1,-21,-1.3,-7,-5,-1.8,-2
COC(C/C=C/[C@H](O)[C@@H](C)OCc1ccccc1)OC,-3,5,0,14,0.5,-4,-8,0.0,1
CN(C)C(CNC(=O)Cc1ccc([N+](=O)[O-])cc1)c1ccccc1 (stereo not drawn),-11,0,7,-10,-0.2,-8,-2,1.0,2
CCOC(=O)c1n[nH]n2c1nc(=S)c1ccccc12,nt,3,-2,5,nt,-4,nt,nt,-2
CCOc1ccccc1NC(=O)CN1C(=O)C(C)SC(C)C1=O (stereo not drawn),-8,9,-6,12,-0.5,-3,-7,-1.3,0
CCOC(=O)C1CCN(C(=O)CS(=O)Cc2nc(-c3ccc(C)cc3)oc2C)CC1 (stereo not drawn),-17,18,-22,-22,-0.6,-1,-1,-1.4,-2
CSc1nnc(CNC(=O)c2ccccc2)n1-c1ccc(F)cc1,-5,6,-7,-1,0.3,-1,-4,1.4,3
COC(=O)c1sccc1NC(=O)Nc1ccc(OC)cc1,nt,-4,-10,-3,nt,-3,nt,nt,-1
CCOC(=O)c1cnc2c(C)cccc2c1NCc1ccco1,-19,-24,26,-1,-1.0,-9,-8,-1.9,11
Cc1cccc(NC(=O)c2ccc(OCc3c(C)noc3C)cc2)c1,-9,3,1,-19,2.3,-6,-9,0.4,-2
Cc1cccc(NC(=O)CSc2nc(C)c(Cc3ccccc3)c(=O)[nH]2)c1C,-18,nt,nt,nt,2.0,nt,6,0.2,nt
O=C(CSc1nc2ccccc2c2nc3ccccc3n12)NCc1ccco1,-17,5,5,-3,0.0,-1,-4,-1.1,10
O=C(NCc1ccc(Cl)cc1)C1CCN(S(=O)(=O)N2CCOCC2)CC1,-7,2,1,11,-0.7,-6,-7,-0.1,7
C[C@H]1CN([C@@H](C)CO)C(=O)c2cc(Br)cnc2O[C@@H]1CN(C)S(=O)(=O)c1cn(C)cn1,nt,3,-10,14,nt,-3,nt,nt,0
COc1ccccc1NC(=O)Cn1c(CCC(=O)O)ccc1-c1ccccc1,-16,9,-9,0,-0.5,-14,-15,-2.1,-1
Cc1ccc(CSc2ccc3nnc(-c4cccnc4)n3n2)cc1,-19,-3,12,38,2.3,-2,-5,1.4,13
Cc1ccc(C(=O)Nc2cccc([N+](=O)[O-])c2)cc1S(=O)(=O)Nc1cccc(C(=O)O)c1,-16,1,1,4,2.0,0,-8,-1.5,7
C/C(=N\NC(=O)c1cccnc1)c1ccc(-n2ccnc2)cc1,3,10,-11,-3,0.9,-4,-2,-0.1,4
COP(=O)(OC)C(Nc1ccc([N+](=O)[O-])cc1)c1ccccc1 (stereo not drawn),-19,7,-8,-1,1.7,3,2,0.9,3
COc1cc(S(=O)(=O)Nc2ccc(Br)cc2)ccc1N,-11,2,-11,-13,4.8,1,-8,6.7,7

Further compounds:
SMILES,CHO parental Ca,M1 PAM,M1 antag,TAAR1 antagonist,V1R ag counter,M1 ag,OXTR potentiator,OXTR ag,TAAR1 agonist
CC(C)CC(=O)Nc1c2c(nn1-c1ccc(F)cc1)CSC2,-6,10,-7,-15,0.4,3,-7,-1.1,1
CC(Oc1ccccc1)C(=O)NNC(=O)c1ccccn1 (stereo not drawn),-6,6,1,-4,0.0,-7,-1,1.2,3
O=c1cnnc(Nc2ccc(Cl)c(C(F)(F)F)c2)[nH]1,-11,5,-6,11,-0.3,3,-17,-0.7,24
COc1ccc(C(=O)CSc2nnc(C(CO)NC(=O)c3ccc(OC)cc3)n2C)cc1 (stereo not drawn),-11,5,5,5,0.2,-2,-4,-1.1,4
C=CCNC(=S)NNC(=O)C(CCCC)CC(C)O (stereo not drawn),2,5,-11,-5,1.1,-4,1,0.4,3
Cc1ccc(CCNC(=O)c2nnn(-c3cccc(C)c3)c2N)cc1,-17,1,7,16,1.7,-3,-16,-1.7,18
O=C1N=C(c2ccccc2)C(c2ccccc2)N1 (stereo not drawn),-4,1,7,-14,-0.3,-5,-4,-0.8,9
C=CCOc1cccc(C(=O)N(C)C2CCCN(Cc3ccccc3F)C2)c1 (stereo not drawn),-28,-5,0,-4,-1.1,-8,-12,-1.8,1

Outcome played no part in choosing rows. About 3.7% of those tested had a hit in this group.
